High-throughput results deposited in PubChem by National Center for Advancing Translational Sciences (NCATS).
DRD3 agonist: qHTS of D3 Dopamine Receptor Agonist: qHTS | D(3) dopamine receptor (Homo sapiens), P35462 | D3R DiscoveRx beta-arrestin cells, luminescence, 90 min | max activation, % | 410,000 tested, 0.58% active; in the data active = max activation above about 30%; note: 0% is about no effect; mostly tested at two doses, the higher about 12 µM
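Agonist-mode cell screen: cells plated at 1500/well and incubated overnight at 37 °C, then exposed to library compounds for 90 min at 37 °C. Detection reagent was added for 30–60 min at room temperature, and luminescence was read.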
TDP-43 yeast inh: qHTS of TDP-43 Inhibitors | TDP-43 expressing yeast growth rescue, BacTiter-Glo, 24 h | Potency, µM (series often up to 46.1 µM), for inactives: top-dose growth rescue (activation), actives largely listed as activators | 410,000 tested, 1.8% active; note: potency is the fitted concentration of half-maximal effect; % of control where 0% means no effect; nearly all actives have a fitted effect of over 50% in size
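Yeast cells expressing TDP-43 under galactose induction are exposed to compounds for 24 hr at 30 deg C. BacTiter-Glo luminescence measures growth, so protective compounds score as activators.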
D3 antag: qHTS of D3 Dopamine Receptor Antagonist: qHTS; max response, negative = inhibition, %; D(3) dopamine receptor (Homo sapiens), P35462; D3R cells, DiscoveRx beta-arrestin luminescence, antagonist mode; hits give low values; 360,000 tested, 2.5% active; in the data active = max response below about -50%; inconclusive = no clear call, values can overlap the other calls; note: % is set by controls: 0 for no effect and ±100 for the full control effect; mostly tested at two doses, the higher about 12 µM
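Cells plated overnight at 1500 cells/well, then exposed to library compounds with dopamine controls for 90 minutes at 37 degrees C. DiscoveRx reagent added for 30–60 minutes at room temperature; luminescence read, quantitative HTS format.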
EPAC2 antag: qHTS for Antagonist of cAMP-regulated guanine nucleotide exchange factor 2 (EPAC2): primary screen. EPAC2 GEF exchange of Rap1B-BODIPY-GDP, fluorescence. Potency, µM (series often up to 114 µM), for inactives: top-dose activity, negative = inhibition, actives largely listed as inhibitors. 360,000 tested, 0.18% active. AID 720708, 2013; note: potency is the fitted concentration of half-maximal effect; % is set by controls: 0 for no effect and ±100 for the full control effect; nearly all actives have a fitted effect of over 45% in size; many of its hits are not listed in these tables
Target sequence (Q8WZA2 whole entry, looked up): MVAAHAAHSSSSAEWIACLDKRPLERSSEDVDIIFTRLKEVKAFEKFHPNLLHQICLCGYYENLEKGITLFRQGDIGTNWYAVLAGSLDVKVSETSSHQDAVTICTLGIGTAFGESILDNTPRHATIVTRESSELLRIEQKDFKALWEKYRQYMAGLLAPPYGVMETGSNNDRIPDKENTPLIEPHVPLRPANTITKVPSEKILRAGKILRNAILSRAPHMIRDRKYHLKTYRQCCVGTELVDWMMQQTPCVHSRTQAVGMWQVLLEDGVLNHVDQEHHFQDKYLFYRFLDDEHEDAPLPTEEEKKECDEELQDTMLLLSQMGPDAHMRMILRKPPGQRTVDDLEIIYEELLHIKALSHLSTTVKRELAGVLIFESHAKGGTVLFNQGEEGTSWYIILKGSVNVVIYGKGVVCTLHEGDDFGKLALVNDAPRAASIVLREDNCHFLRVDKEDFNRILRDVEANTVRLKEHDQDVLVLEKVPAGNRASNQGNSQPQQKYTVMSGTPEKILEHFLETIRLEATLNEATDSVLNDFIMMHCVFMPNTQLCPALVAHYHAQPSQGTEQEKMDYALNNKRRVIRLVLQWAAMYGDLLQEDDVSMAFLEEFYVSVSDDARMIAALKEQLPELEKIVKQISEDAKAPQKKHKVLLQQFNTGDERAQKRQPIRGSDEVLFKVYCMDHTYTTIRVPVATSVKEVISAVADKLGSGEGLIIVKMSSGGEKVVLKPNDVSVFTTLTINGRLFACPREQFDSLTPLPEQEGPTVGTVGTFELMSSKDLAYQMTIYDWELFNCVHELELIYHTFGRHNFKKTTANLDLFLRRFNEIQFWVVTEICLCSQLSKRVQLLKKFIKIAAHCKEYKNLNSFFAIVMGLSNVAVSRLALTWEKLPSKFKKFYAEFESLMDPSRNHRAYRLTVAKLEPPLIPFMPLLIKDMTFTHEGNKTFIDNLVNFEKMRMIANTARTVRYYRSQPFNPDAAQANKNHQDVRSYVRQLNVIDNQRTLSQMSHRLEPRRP
aSyn yeast inh: qHTS of alpha-syn Inhibitors; AID 652106, 2013; Potency, µM (series often up to 46.1 µM), without a hit: at the highest dose growth rescue (activation), usual class: activators; 370,000 tested, 0.14% active; Yeast expressing alpha-synuclein, growth rescue, BacTiter-Glo, 24 h; note: potency is the fitted concentration of half-maximal effect; % of control where 0% means no effect; nearly all actives have a fitted effect of over 65% in size
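Rescue of yeast growth: cells expressing toxic alpha-synuclein, induced in galactose at OD600 0.02, incubated with compound 24 h at 30 C. ATP luminescence quantified growth; inhibitors of toxicity appear as activators.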
Abeta yeast res: qHTS for compounds that reverse cellular toxicity of Amyloid beta (A-beta) peptide in yeast: Primary Screen; yeast expressing A-beta42, growth rescue, OD600, 48 h; response scale: 0% DMSO, 100% iron-clioquinol control; Potency, µM (top dose mostly 46.1 µM), for the others: at the top dose growth rescue, actives largely listed as activators; 410,000 tested, 0.063% active; note: potency is the fitted concentration of half-maximal effect; nearly all actives have a fitted effect of over 55% in size
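Yeast A-beta toxicity model in growth medium with pinned compounds, 48 h at 30 C; growth read as absorbance at 600 nm. Normalized to FeCl3/clioquinol equimolar mix (positive) and DMSO (negative).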
EPAC2 ag: qHTS for Agonist of cAMP-regulated guanine nucleotide exchange factor 4 (EPAC2): primary screen; Rap guanine nucleotide exchange factor 4 (Homo sapiens), Q8WZA2; EPAC2 activation, biochemical qHTS; response scale: 100% = 6.5 mM cAMP response; Potency, µM (highest dose often 154 µM), for inactives: at the top dose activation, actives largely listed as activators; 360,000 tested, 0.079% active; AID 720711, 2013; note: potency is the fitted concentration of half-maximal effect; nearly all actives have a fitted effect of over 50% in size
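Guanine nucleotide exchange by EPAC2 is measured as reduced fluorescence of BODIPY-GDP once it is released from 250 nM Rap1B. Plates are read kinetically for 30 min at room temperature; results are scaled to 6.5 mM cAMP.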
FUS suppressor: qHTS for Suppressors of FUS Proteinopathy: Primary screen using FUS-linked yeast assay; S. cerevisiae FUS-expressing, growth rescue, OD600, 24 h; Potency, µM (doses to about 76.6 µM), without a hit: at the top dose growth rescue (activation), most hits filed as activators; 390,000 tested, 0.24% active; AID 1347120, 2019;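 note: potency is the fitted concentration of half-maximal effect; plate controls were DMSO vehicle for no effect and reference control for full effect; nearly all actives have a fitted effect of over 55% in size; some results filed as inactive show a strong effect at the top dose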
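Restored growth of FUS-toxic S. cerevisiae, read as 600 nm absorbance after 24 h at 30C in galactose medium (starting OD 0.005). Controls CP55940 and DMSO.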
Starred values were filed as active, the others as inactive; ? = inconclusive; . = no result given; [ ] = another dose, or the depositor's remark. Unless noted, calls come from the whole dose curve; as a rule, active = well fitted curve in the direction sought with a large enough effect; inconclusive = small, poorly fitted or top-dose-only effect, or another doubt; inactive = no such curve, though single readings can be large; an effect the other way counts as inactive or inconclusive. Not all compounds are listed; rates above refer to the full screens.

SMILES	DRD3 agonist	TDP-43 yeast inh	D3 antag	EPAC2 antag	aSyn yeast inh	Abeta yeast res	EPAC2 ag	FUS suppressor
COc1cccc2c1C(=O)C[C@]1(CCCC[C@@H]1C)O2	-2	?	-9	-27%	-10%	-6%	14%	-11%
CC(C)c1ccc(NC(=S)NN2CCN(C)CC2)cc1	5	17%	3	3%	-7%	-7%	2%	-43%
Cc1ccc(Cl)cc1-c1ccc(C=Nc2ccc(N3CCOCC3)cc2)o1	-2	11%	-7	-15%	17%	-24%	19%	37%
COc1ccccc1Cn1cc(C(=O)c2ccc(Cl)cc2)c(=O)c2ccccc21	-1	-9%	.	.	.	-19%	.	30%
COCCCNC(=O)CNC(=O)c1nn(-c2ccc(OC)c(Cl)c2)c(=O)c2ccccc12	6	15%	12	-3%	-1%	-2%	0%	-10%
CCC(=O)N1c2ccccc2CC1C(=O)N1CCN(c2ccccc2)CC1 (stereo unspecified)	0	18%	.	.	.	-4%	.	-13%
CCc1nc2c(OCC(=O)c3ccc(F)cc3)cccn2c1N(C)C(=O)COc1ccccc1	-15	?	0	14%	-4%	15%	8%	6%
Cc1ccc(S(=O)(=O)Cc2ccc(C(=O)N3CCN(c4ccccn4)CC3)o2)cc1	-4	19%	-11	9%	-2%	5%	-5%	-12%
O=P(O)(C(O)c1ccccc1)C(O)c1ccccc1 (stereo unspecified)	18	17%	-5	32%[activator]	-8%	-15%	7%	-13%
O=C(N/N=C\c1ccc(COc2ccc([N+](=O)[O-])cc2)o1)c1ccc(Cl)cc1	-4	17%	8	-1%	-9%	5%	5%	4%
Cc1cc(C)c(OC2(c3ccccc3)OC(=O)c3ccccc32)c(C)c1 (stereo unspecified)	-2	-20%	-14	-9%	-1%	1%	4%	3%
Cc1ccc(S(=O)(=O)C(CNC(=O)Cc2ccc(Cl)cc2)c2cccs2)cc1 (stereo unspecified)	3	0%[9.22 µM]	.	.	.	12%	.	-8%
CCOC(=O)c1noc2ncnc(Nc3ccc(F)cc3F)c12	-12	0%	.	.	.	-24%	.	-3%
COC(=O)c1c(NC(=O)CN2CCN(c3cccc(Cl)c3)CC2)sc(C)c1C	10	10%	10	-15%	3%	21%	-5%	10%
c1ccc(COc2ncnc3c2ncn3CCCNCc2ccccn2)cc1	-2	17%	-7	18%	5%	-4%	4%	-5%
COc1ccc(CNC(=O)Cn2ncn3c(cc4ccccc43)c2=O)cc1	-6	-16%	-9	0%	-2%	-6%	3%	3%
CCc1cccc(NC(=O)c2cc(OC)c(OC)c(OC)c2)c1	-8	-4%	-11	-14%	-10%	-24%	14%	27%
Cc1csc(=O)n1CC(=O)OCC(=O)Nc1ccc(C(N)=O)cc1	1	-6%	10	1%	-1%	-12%	1%	-14%
Cc1cc(C)nc(NC(=O)CN2C(=O)c3ccccc3S2(=O)=O)n1	-1	24%	13	15%	1%	7%	3%	-3%
c1ccc(-n2nnnc2SCCCSc2nc3ccccc3s2)cc1	-7	21%	-10	-1%	-5%	-5%	20%	2%
Cc1ccc(-c2nc3c(C)cc(Br)cn3c2Cc2cccc(F)c2)cc1	-10	0%	-57*	2%	0%	-22%	6%	27%
CC(C)n1c(N2CCN(C(=O)c3cccs3)CC2)nc2ccccc21	8	-2%	12	9%	-5%	3%	-2%	7%
CN(C1CC(C)(C)N(O)C(C)(C)C1)S(=O)(=O)CC12CCC(CC1=O)C2(C)C (stereo unspecified)	3	-11%	15	-3%	2%	-1%	-5%	-11%
CCN(CC)S(=O)(=O)c1ccc2oc(SCC(=O)NCc3ccccc3)nc2c1	2	-4%	9	-1%	6%	9%	0%	4%
O=C(CSc1nc2ccccc2s1)N1CCN(C(=O)c2ccco2)CC1	-7	-4%	42	8%[57.1 µM]	-17%	-1%	-20%	9%
Cc1cc(C(=O)Cn2cc([N+](=O)[O-])ccc2=O)c(C)n1CC1CCCO1 (stereo unspecified)	2	13%	15	10%	9%	0%	0%	7%
O=C(NCc1ccccn1)c1ccc(OC2CCN(Cc3ccc(Cl)s3)CC2)cc1	-11	7%	7	-6%	2%	-14%	-1%	11%
O=C(Nc1ccc(F)cc1F)c1cc2nc3c(c(C(F)(F)F)n2n1)CCCC3	23	6%	8	9%	2%	-10%	7%	.
COC(=O)[C@@H](NC(=O)Nc1ccc(OC)cc1)C(C)C	9	-17%	9	-2%	-1%	5%	12%	13%
Cc1ccc(-c2noc(C3CCN(C(=O)Nc4ccc(C#N)cc4)CC3)n2)o1	-4	13%	20	-4%	10%	30%	3%	23%
Cc1ccc(C(=O)CSc2nsc(C)c2C#N)cc1	5	13%	27	3%	-4%	0%	16%	-16%
CC1Cc2ccccc2N1c1ncnc(N)c1[N+](=O)[O-] (stereo unspecified)	-1	11µM*	5	2%	15%	-25%	1%	-9%
Cc1ccc(CN2CC(C(=O)NCC(=O)Nc3c(C)cccc3C)CC2=O)cc1 (stereo unspecified)	8	-17%	8	0%	-3%	0%	1%	9%
COC(=O)[C@H](CC(C)C)NC(=O)NCc1ccc(Cl)cc1	13	10%	1	0%	5%	-10%	8%	1%
O=S(=O)(Nc1nccs1)c1ccc(Br)cc1	-4	-17%	1	-20%	22%	2%	-5%	5%
O=C(c1c[nH]c2ccc(S(=O)(=O)N3CCOCC3)cc2c1=O)N1CCCC1	-8	-17%	-17	2%	0%	-9%	9%	9%
Cc1ccc(NC(=O)CNc2ccc(Cl)cc2F)cc1	-13	3%	?	-12%	9%	1%	4%	.
Cc1cc(NC(=O)Cc2csc(-c3ccccc3)n2)ccc1Br	-1	0%	3	-9%	3%	11%	5%	.
Cc1ccccc1NC(=O)CCNS(=O)(=O)c1ccc2[nH]c(=O)oc2c1	8	3%	-5	1%	0%	.	11%	-20%
O=C(CCC(=O)Nc1ccc(F)cc1)N/N=C/c1ccc(O)cc1O	1	-17%	3	?	-4%	7%	5%	12%

Compound profiles (already shown). Order of values: DRD3 agonist	TDP-43 yeast inh	D3 antag	EPAC2 antag	aSyn yeast inh	Abeta yeast res	EPAC2 ag	FUS suppressor
Listed for Cc1ccc(C(=O)CSc2nsc(C)c2C#N)cc1 → 5	13%	27	3%	-4%	0%	16%	-16%
Listed for O=C(CCC(=O)Nc1ccc(F)cc1)N/N=C/c1ccc(O)cc1O → 1	-17%	3	?	-4%	7%	5%	12%
Listed for Cc1ccc(CN2CC(C(=O)NCC(=O)Nc3c(C)cccc3C)CC2=O)cc1 (stereo unspecified) → 8	-17%	8	0%	-3%	0%	1%	9%
Listed for Cc1cc(NC(=O)Cc2csc(-c3ccccc3)n2)ccc1Br → -1	0%	3	-9%	3%	11%	5%	.
Listed for COC(=O)[C@H](CC(C)C)NC(=O)NCc1ccc(Cl)cc1 → 13	10%	1	0%	5%	-10%	8%	1%

Next section
SMILES	DRD3 agonist	TDP-43 yeast inh	D3 antag	EPAC2 antag	aSyn yeast inh	Abeta yeast res	EPAC2 ag	FUS suppressor
Cc1cccc(NC(=O)c2cc(Cl)ccc2[N+](=O)[O-])c1	-6	?	2	1%	1%	27%	4%	13%
CCC(=O)c1c[nH]c(C(=O)NCCCN2CCOCC2)c1	-17	-16%	-3	10%	-10%	-9%	10%	-5%
COC(=O)C1=C(C(=O)OC)[C@@H]2N(C)c3ccccc3[C@@]23C[C@@H](CO)N=C3N1	-23	22%	39	16%	-5%	7%	-3%	-5%
O=C(OCc1c(Cl)nc2sccn12)c1cc2c(s1)CCCC2	2	?	11	-5%	2%	-35%[inhibitor]	6%	10%
COc1ccc(CNC(=O)C2(C)Cc3c(-c4ccc(N(C)C)cc4)ccnc3O2)cc1OC (stereo unspecified)	4	12%	16	-1%	9%	-4%	8%	29%
O=C(COc1ccc(Cl)cc1Cl)Nn1c(=S)[nH]c2ncccc2c1=O	16	-9%	1	7%	1%	1%	1%	.
C=CCN(c1ccc(C(=O)NCCSc2ccccc2)cc1)S(C)(=O)=O	5	16%	-6	-6%	0%	-5%	5%	5%
COc1ccc(C(CNC(=O)COc2ccccc2)N2CCCCC2)cc1 (stereo unspecified)	-29	3%	-116*	5%	0%	-10%	2%	-11%
CCCCCCCCC(=O)NC(NC(=S)N1CCOCC1)C(Cl)(Cl)Cl (stereo unspecified)	0	-11%	-12	-11%	2%	16%	-4%	21%
CC1(C)CC(=NOC(=O)c2ccccc2)CC(C)(C)N1O	-4	3%	2	15%	0%	-69%[inhibitor]	3%	3%
COc1ccc(OC)c(NS(=O)(=O)c2ccc(Cl)s2)c1	-21	?	19	3%	14%	?	-1%	23%
O=C(COc1ccccc1)Nc1nc2ccccc2[nH]1	2	17%	28	10%	-11%	20%	-5%	18%
CN(Cc1ccccc1)c1ccc([N+](=O)[O-])cc1C(=O)O	6	-4%	-13	1%	0%	16%	12%	8%
Cc1nn(-c2ccccc2)c2c1N(CC(=O)NCc1ccc(N(C)C)cc1)C(=O)CS2	-6	18%	.	.	.	-9%	.	9%
CCN(Cc1ccncc1)C(=S)Nc1c(C)cccc1C	5	9%	4	10%	-3%	-4%	8%	-4%
C=CC(C)(C)c1cc2cc3ccoc3cc2oc1=O	0	?	0	-26%	1%	-14%	15%	-29%
Cc1ccc(Cl)cc1N1CCN(S(=O)(=O)N2CCCCC2)CC1	-10	-18%	?	-4%	-29%	-15%	14%	18%
Cc1ccccc1OCc1ccc(-c2nc(C#N)c(N3CCN(c4cccc(Cl)c4)CC3)o2)o1	-5	20%	.	.	.	-9%	.	21%
Cc1cc(C)n(-c2ccc(C(=O)OCC(=O)N3CCN(c4ccccc4)CC3)cc2)n1	2	29%	0	1%	-2%	1%	14%	45%
CC(O)[C@H]1CNC(=O)C(=O)N1CC(C)(C)C (stereo partly specified)	13	15%	0	8%	2%	12%	-3%	4%
CCCC(=O)Nc1nnc(-c2ccc3c(c2)OCO3)s1	-2	15%	14	-2%	2%	1%	-2%	-24%
COc1ccc(CCNC(=O)CSc2ncn[nH]2)cc1	1	-39%[inhibitor]	-26	3%	0%	-10%	10%	?
